From PubChem BioAssay
KCNQ1 act = human KCNQ1 channel potentiation or activation. P51787. CHO-K1 KCNQ1, thallium flux FluxOR fluorescence; active compounds read high. B-score at 10 µM. 0.35% of 310,000 active. AID 2648;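 active = fluorescence ratio B-score, a plate-corrected score, at least three library SD, with initial intensity B-score within 5 SD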
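Medium – assay buffer, equal DMSO in all wells · Material – CHO-K1 cell line with stable KCNQ1 potassium channel expression · Signal – kinetic FluxOR thallium fluorescence, 10-s 1-Hz baseline, 110-s post-stimulus read · Compound – single concentration per compound, DMSO matched to controls · Schedule – 37 °C overnight plating, 90-min dark dye load, 20-min compound pretreatment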
SKKanGAS inh = SKKanGAS growth inhibition; AID 1662; 1.3% of 300,000 active; inhibition, % at 7.5 µM; S. pyogenes SKKanGAS, kanamycin growth, BacTiter-Glo, 6 h;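 active = mean replicate score, as percent of positive control median, at least 50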;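 also: strain carries kanamycin resistance gene driven by streptokinase promoter and grows in 40 µg/ml kanamycin; loss of luminescence reflects streptokinase promoter inhibition or plain growth inhibition; 0% = median of DMSO wells and 100% = positive control at its reference dose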
KCNK9 block = inhibitors of human KCNK9 two-pore domain potassium channel; 1.2% of 310,000 active; B-score at 10 µM; AID 488922; Q9NPC2; HEK293 KCNK9, FluxOR thallium flux fluorescence; active compounds read low;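 active = ratio B-score over 3 SD below the library mean, with starting fluorescence within 5 SD of its mean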;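 also: negative B-score means less thallium flux so channel inhibition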
KCNK3 block = human KCNK3 channel inhibition, primary screen; O14649; CHO-KCNK3 thallium flux, FluxOR fluorescence; active compounds read low; B-score at 10 µM; 0.84% of 340,000 active;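 active = B-score under library mean minus 4 SD, starting fluorescence ratio at most library mean plus 5 SD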;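 also: more negative B-score means stronger inhibition of thallium flux through KCNK3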
ANO1 block = mouse TMEM16A channel inhibition, primary screen; Q8BHY3; HEK293 TMEM16A/YFP iodide influx fluorescence, ionomycin; normalized B-score (activity score, 25-100; higher = stronger inhibition) at 10 µM; 1.2% of 310,000 active;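 active = ratio plate-corrected score three or more library SD toward inhibition, starting fluorescence score within five deviations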;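 also: score derived from kinetic fluorescence span divided by baseline fluorescence per well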
TMEM16A act = activates or potentiates the mouse TMEM16A chloride channel; Q8BHY3; 0.3% of 340,000 active; B-score at 10 µM; HEK293 TMEM16A/YFP-H148Q/I152L, iodide quench fluorescence; active compounds read low;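 active = fluorescence-ratio B-score plate-corrected deviation score at least 3 library SD below zero, with starting fluorescence score within 5 deviations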;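 also: channel opened by trigger with iodide after compound preincubation; score built on the fluorescence ratio of max minus min over baseline; more negative score means more quench and so TMEM16A activation or potentiation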
RGS4 block = inhibitors of human RGS4; B-score at 10 µM; AID 463165; 0.45% of 310,000 active; P49798; HEK293 M3R/RGS4 inducible, Fluo-4 calcium flux; active compounds read high; triggered by carbachol at its EC20;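 active = B-score, a plate-corrected calcium signal, over three deviations above library mean, with baseline fluorescence within five deviations of library mean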;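 also: RGS4 expression induced by doxycycline in cells with stable M3 receptor; B-score is computed from the integrated fluorescence ratio over baseline after carbachol; higher B-score means a larger calcium signal and so more RGS4 inhibition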
HDAC3 inhib = human HDAC3 inhibition; O15379; recombinant HDAC3, fluorogenic peptide/trypsin coupled, fluorescence; inhibition, % at 8.3 µM; 0.15% of 320,000 active; in the data active = inhibition above about 26%, passing the limit was not always enough
KCNQ1 inh = blocks the human KCNQ1 potassium channel | 1.3% of 310,000 active | B-score at 10 µM | AID 2642 | CHO-K1 KCNQ1, FluxOR thallium flux fluorescence; active compounds read high | P51787;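 active = compounds whose thallium flux B-score, printed positive for inhibition, exceeds three library SD while starting fluorescence stays within three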;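 also: channel opened by potassium depolarization with thallium stimulus after 20 min compound exposure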
hERG rescue = compounds protecting human hERG from proarrhythmic drug block. AID 1511. Q12809. 0.51% of 310,000 active. activation (rescue from dofetilide block), less the hit threshold, % at 10 µM. CHO-hERG, FluxOR thallium flux, dofetilide IC70 present;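 active = activation above the mean of controls blocked by dofetilide plus 5 SD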;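 also: thallium influx through hERG after potassium depolarization seen as dye fluorescence rise; in these data hits start at about 4.7%; inactives centre near -7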
Target sequence (Q12809 whole entry, looked up): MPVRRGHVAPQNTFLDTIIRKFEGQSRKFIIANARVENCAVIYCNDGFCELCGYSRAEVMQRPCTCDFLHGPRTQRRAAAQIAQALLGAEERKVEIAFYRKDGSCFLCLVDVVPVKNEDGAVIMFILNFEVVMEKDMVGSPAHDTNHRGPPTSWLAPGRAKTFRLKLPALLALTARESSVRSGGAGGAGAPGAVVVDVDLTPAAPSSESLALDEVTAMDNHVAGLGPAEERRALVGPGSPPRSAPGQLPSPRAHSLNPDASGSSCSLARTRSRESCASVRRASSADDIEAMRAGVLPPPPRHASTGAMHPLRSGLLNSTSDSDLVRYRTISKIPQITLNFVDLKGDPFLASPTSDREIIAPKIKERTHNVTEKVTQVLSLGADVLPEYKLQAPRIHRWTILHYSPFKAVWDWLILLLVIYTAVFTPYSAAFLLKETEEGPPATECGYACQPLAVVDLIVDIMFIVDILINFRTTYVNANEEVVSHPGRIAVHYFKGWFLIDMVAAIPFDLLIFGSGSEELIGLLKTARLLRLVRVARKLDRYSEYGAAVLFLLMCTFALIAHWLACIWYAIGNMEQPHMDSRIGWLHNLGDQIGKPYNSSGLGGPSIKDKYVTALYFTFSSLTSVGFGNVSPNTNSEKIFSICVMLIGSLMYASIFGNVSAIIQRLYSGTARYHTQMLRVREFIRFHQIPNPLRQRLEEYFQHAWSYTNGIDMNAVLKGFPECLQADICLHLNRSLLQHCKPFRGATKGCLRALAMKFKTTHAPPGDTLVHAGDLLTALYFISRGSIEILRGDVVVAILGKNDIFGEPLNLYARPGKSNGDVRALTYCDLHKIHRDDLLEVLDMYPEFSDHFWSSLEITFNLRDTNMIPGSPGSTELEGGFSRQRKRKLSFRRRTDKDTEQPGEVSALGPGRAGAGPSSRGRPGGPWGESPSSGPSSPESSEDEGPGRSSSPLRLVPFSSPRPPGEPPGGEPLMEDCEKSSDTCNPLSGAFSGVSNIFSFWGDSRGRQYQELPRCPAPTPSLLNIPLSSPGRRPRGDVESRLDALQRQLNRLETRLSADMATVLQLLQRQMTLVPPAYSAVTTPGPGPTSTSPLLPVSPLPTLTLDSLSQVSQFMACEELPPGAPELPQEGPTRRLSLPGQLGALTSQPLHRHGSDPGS
RGS4 act = potentiators or activators of RGS4. HEK293 M3R/inducible RGS4, carbachol calcium flux Fluo4; active compounds read low. B-score at 10 µM. 0.92% of 310,000 active. AID 463111;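 active = B-score of the integrated calcium signal more than 4 SD below the library mean, with starting fluorescence not abnormally high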;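 also: negative B-score means reduced calcium response which marks RGS4 activation or potentiation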
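Reagent: ECmax carbachol challenge; Test system: M3R-expressing HEK293 line, RGS4 induced by doxycycline; Schedule: overnight RGS4 induction, 30 min dye load 37 °C, 20 min compound RT; Detection: calcium dye Fluo4 fluorescence; Read-out: Agonist-evoked peak-minus-minimum fluorescence over baseline, integrated ratio, B score.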
* marks the source's active call; other numbers are inactive results; i = inactive; / = not tested or not shown.

SMILES	KCNQ1 act	SKKanGAS inh	KCNK9 block	KCNK3 block	ANO1 block	TMEM16A act	RGS4 block	HDAC3 inhib	KCNQ1 inh	hERG rescue	RGS4 act
Cn1c(O)c(C(c2ccccn2)c2c(O)n(C)c(=S)n(C)c2=O)c(=O)n(C)c1=S	i	0	i	i	i	i	i	0	i	-5	i
CCn1c(P(C)(=O)O)nc2ccccc21	i	-1	i	i	i	i	i	/	i	-9	i
CCOc1ccccc1NC(=O)N1CCC2(CC1)OCCO2	i	3	i	i	i	i	i	-7	i	-7	i
O=C(c1ccc2c(c1)OCO2)C1CCCN(Cc2c(F)cccc2Cl)C1 (configuration not stated)	i	4	i	i	i	i	i	6	i	-11	-8.6*
COc1cccc(/C=C2\N=C(c3cncc(Br)c3)OC2=O)c1	i	-1	i	i	i	i	i	3	i	-10	i
COc1ccc2[nH]cc(CCNCc3cccnc3)c2c1	i	-1	i	i	i	i	i	-1	i	-11	i
O=C(Cc1ccccc1)OCC(=O)c1ccccc1	i	-3	i	i	i	i	i	-1	i	-1	i
CC(=O)Nc1ccccc1C(=O)OCC(=O)c1cccc2ccccc12	i	13	i	i	i	i	i	-7	i	-17	i
CC(Cc1ccccc1)NC(=O)NC(C)Cc1ccccc1 (configuration not stated)	i	-1	i	i	i	i	i	0	i	-5	i
O=C(CCNC(=O)N1C[C@H]2C[C@@H](C1)c1cccc(=O)n1C2)Nc1cccc(Cl)c1	i	-1	i	i	i	i	i	0	i	-7	i
Cc1ccc2cccc(OC(=O)N3CCCC3)c2n1	i	1	i	i	i	i	i	6	i	-20	i
CCCCn1c(=O)c(C(=O)Nc2ccsc2C(=O)OC)c(O)c2ccccc21	i	-10	i	i	i	i	i	-2	i	-2	i
CCCN1CCC[C@@H]2Cc3[nH]ncc3C[C@H]21	i	0	i	i	i	i	i	-9	i	-7	i
Cc1c(CC(=O)N2C[C@H]3C[C@@H](C2)c2cccc(=O)n2C3)c(=O)oc2cc(O)c(Cl)cc12	i	0	i	i	i	i	i	i	i	-6	i
CCC(C)N1C(=O)NC(=O)C2(Cc3cc(C)ccc3N(C)C2)C1=O (configuration not stated)	i	3	i	i	i	i	i	-2	i	-9	i

Compound profiles, from the list above. Order of screens: KCNQ1 act	SKKanGAS inh	KCNK9 block	KCNK3 block	ANO1 block	TMEM16A act	RGS4 block	HDAC3 inhib	KCNQ1 inh	hERG rescue	RGS4 act
`O=C(c1ccc2c(c1)OCO2)C1CCCN(Cc2c(F)cccc2Cl)C1` (configuration not stated) across the screens: i	4	i	i	i	i	i	6	i	-11	-8.6*
`COc1cccc(/C=C2\N=C(c3cncc(Br)c3)OC2=O)c1` across the screens: i	-1	i	i	i	i	i	3	i	-10	i
`Cc1ccc2cccc(OC(=O)N3CCCC3)c2n1` across the screens: i	1	i	i	i	i	i	6	i	-20	i
`CCC(C)N1C(=O)NC(=O)C2(Cc3cc(C)ccc3N(C)C2)C1=O` (configuration not stated) across the screens: i	3	i	i	i	i	i	-2	i	-9	i
`CC(Cc1ccccc1)NC(=O)NC(C)Cc1ccccc1` (configuration not stated) across the screens: i	-1	i	i	i	i	i	0	i	-5	i

(continued)
SMILES	KCNQ1 act	SKKanGAS inh	KCNK9 block	KCNK3 block	ANO1 block	TMEM16A act	RGS4 block	HDAC3 inhib	KCNQ1 inh	hERG rescue	RGS4 act
COc1ccc(CN2CCN(Cc3ccccc3F)CC2)cc1	i	-1	i	i	i	i	i	-2	i	-3	i
CC(=NCCC1=CCCCC1)c1c(O)[nH]c(=O)[nH]c1=O	i	-21	i	i	i	i	i	0	i	-2	i
Cc1ccc(C2CC3CCC(C2)N3Cc2ccccc2F)cc1 (configuration not stated)	i	4	i	i	/	i	i	/	i	-9	i
Clc1ccccc1NC1=NCCCS1	i	5	i	i	i	i	i	9	i	-2	i
C[C@H](N)CN1CCc2ccc(Br)cc21	i	17	i	i	i	i	i	-15	i	-6	i
CCC(C)N1C(=O)/C(=C\c2cc3c4c(c2)CCCN4CCC3)C(=O)NC1=S (configuration not stated)	i	-1	i	i	i	i	i	1	i	-13	i
Cc1cc(C(=O)C[N+]23CCN(CC2)CC3)c(C)n1-c1ccc(Br)cc1	i	-3	i	i	i	i	i	-5	i	-3	i
Cc1ccc2nc(-c3ccncc3)cc(C(=O)N3CCC4(CC3)OCCO4)c2c1	i	0	i	i	i	i	i	-3	i	-18	i
Cc1cccc(-n2c(O)c(/C=N/NC(=O)c3ccncc3)c(=O)[nH]c2=O)c1	i	49	i	i	i	i	i	7	i	-13	i
CCN(CC)c1ccc(CN2CC=C(c3ccc(F)cc3)CC2)cc1	i	-6	i	i	i	i	i	15	i	-21	i
COc1ccc(-n2c(O)c(C=NCCCn3ccnc3)c(=O)[nH]c2=O)cc1	i	1	i	i	i	i	i	1	i	-9	i
CC(C)(C)c1ccc(OC(=O)N2CCCCC2)cc1	i	1	i	i	i	i	i	2	i	-4	i
Cc1ccccc1-[n+]1c(-c2ccccc2)cc(-c2ccccc2)cc1-c1ccccc1	i	-2	i	i	100*	i	i	-2	10*	-41	-8.9*
Fc1c(F)c(F)c(N2CCNCC2)c(F)c1F	i	12	i	i	i	i	i	-4	i	-4	i
O=C(N/N=C/c1c(O)n(Cc2ccccc2)c(=O)[nH]c1=O)c1ccccc1O	i	84*	i	i	i	i	6.9*	7	i	-16	i
CCN(CC)c1ccc(CC2C(=O)N(C)C(=O)N(C)C2=O)cc1	i	1	i	i	i	i	i	2	i	-10	i
COC(=O)C1=C(c2ccc(S(C)(=O)=O)cc2)C[C@@H]2CC[C@H]1N2C(=O)N1CCC(O)CC1	i	-1	i	i	i	i	i	-1	i	-8	i
CCOC(=O)C1(CCc2ccccc2)CCN(C(C)CSC)CC1 (configuration not stated)	i	-3	i	i	i	i	i	6	i	0	i
CCCC1(CCC)C(=O)NC(=Nc2ccc(C)cc2)NC1=O	i	2	i	/	i	/	i	5	i	-5	i
CCOCCCNC(=O)C1c2cc(OC)c(OC)cc2C(=O)N2CCCCC12 (configuration not stated)	i	1	i	i	i	i	i	0	i	-2	i
CCn1cc(C(=O)N2CCCCC2)c2ccccc21	i	0	i	i	i	i	i	1	i	-1	i
CCNC(=O)NC(=O)C(C)OC(=O)c1c(C)nn(Cc2ccccc2)c1Cl (configuration not stated)	i	4	i	i	i	i	i	6	i	-6	i
Cn1c(=O)c2c(nc(N/N=C/c3c(O)n(-c4ccccc4)c(=S)[nH]c3=O)n2C)n(C)c1=O	i	-8	i	i	i	i	i	7	i	-3	i
O=C(N/N=C/c1c(O)n(-c2ccccc2)c(=S)[nH]c1=O)c1ccccc1	i	-10	i	i	i	i	i	10	i	-17	i
CCC1(c2ccc(-c3ccccc3)cc2)C(=O)NC(=O)NC1=O	i	3	i	i	i	i	i	-4	i	-2	i
Cc1nn(-c2ccccc2)c(Cl)c1C1C(C#N)=C(N)Oc2c1c(=O)oc1ccccc21 (configuration not stated)	i	108*	i	i	i	i	i	2	i	-9	i
COc1ccccc1OCC(=O)Nc1ccc(Cl)cc1C(=O)c1ccccc1	i	20	i	i	i	i	i	-10	i	-4	i
Cc1nn(CCC#N)c2c1P(=S)(N1CCCC1)OC(c1ccc(F)cc1)=N2 (configuration not stated)	i	0	i	i	i	i	i	11	i	-8	i
CCOC(=O)C(O)(c1ccc(NC(=O)c2ccco2)c(OC)c1)C(F)(F)F (configuration not stated)	i	3	i	i	i	i	i	8	i	-5	i
CC(C)CN(CC(C)C)c1ccc(C=C2C(=O)NC(=S)NC2=O)cc1[N+](=O)[O-]	i	15	i	i	i	i	i	13	i	-10	i

Copied from the list:
COC(=O)C1=C(c2ccc(S(C)(=O)=O)cc2)C[C@@H]2CC[C@H]1N2C(=O)N1CCC(O)CC1 @ HDAC3 inhib: -1
CCOC(=O)C1(CCc2ccccc2)CCN(C(C)CSC)CC1 (configuration not stated) @ HDAC3 inhib: 6

More structures follow.
SMILES	KCNQ1 act	SKKanGAS inh	KCNK9 block	KCNK3 block	ANO1 block	TMEM16A act	RGS4 block	HDAC3 inhib	KCNQ1 inh	hERG rescue	RGS4 act
O=C(O)c1[nH]c(=O)[nH]c(=O)c1F	i	-8	i	i	i	i	i	-7	i	-7	i
C/C(=N\N1CCN(C)CC1)c1c(O)[nH]c(=O)[nH]c1=O	i	4	i	i	i	i	i	-2	i	-7	i
CCOC(=O)c1c(N)n(CCCOC(=O)c2ccco2)c2nc3ccccc3nc12	i	8	i	i	i	i	i	-83	i	-14	i
COc1ccc(N2C(=O)NC(=O)/C(=C/c3ccc(N4CCOCC4)cc3)C2=O)cc1	i	-12	i	/	i	/	i	4	i	-9	i
CSc1ccccc1C(=O)C1CCCN(Cc2ccn[nH]2)C1 (configuration not stated)	i	3	i	i	i	i	i	0	i	-5	i
O=C1CC(=O)N(c2ccccc2F)C(=O)N1	i	-1	i	i	i	i	i	-10	i	-5	i
O=c1c2ccccc2nc(-c2ccc(Cl)cc2Cl)n1-c1nccs1	i	-5	i	i	i	i	i	2	i	-4	i
CCCc1nnc(NC(=O)CCC(=O)N2CCN(CCOC(c3ccccc3)c3ccccc3)CC2)s1	i	-2	i	i	i	i	i	1	i	-20	i
Cc1ccc(S(=O)(=O)NC(CC(=O)N2CCC3(CC2)OCCO3)c2ccco2)cc1 (configuration not stated)	i	-2	i	i	i	i	i	-19	i	-6	i
CCCCCP(=O)(O)c1ccccc1	i	7	i	i	i	i	i	-9	i	-7	i
CNC(=O)OCCc1nccn1C	i	-1	i	i	i	i	i	11	i	-1	i
Cn1c(O)c(C(=Nc2ccccc2)SCc2ccc(Cl)cc2)c(=O)n(C)c1=O	i	11	i	i	i	i	i	7	i	-2	i
COc1cc(C(c2c(O)c3ccccc3oc2=O)c2c(C)n(C)n(-c3ccccc3)c2=O)ccc1O (configuration not stated)	i	1	i	i	i	i	i	-2	i	-13	i
CCN1C(=O)CC(c2cccnc2)=Nc2ccccc21	i	19	i	i	i	i	i	0	i	-4	i

2 successive entries out of the list so far:
SMILES	KCNQ1 act	SKKanGAS inh	KCNK9 block	KCNK3 block	ANO1 block	TMEM16A act	RGS4 block	HDAC3 inhib	KCNQ1 inh	hERG rescue	RGS4 act
C/C(=N\N1CCN(C)CC1)c1c(O)[nH]c(=O)[nH]c1=O	i	4	i	i	i	i	i	-2	i	-7	i
CCOC(=O)c1c(N)n(CCCOC(=O)c2ccco2)c2nc3ccccc3nc12	i	8	i	i	i	i	i	-83	i	-14	i

These rows are one share of the data; rates above refer to the full screens.
